Tn6 DDE FP – inhibitors of Tn6 peptide binding to human fibrin DD(E) | P02675 | Fibrin DD(E) TRITC-Tn6 fluorescence polarization displacement | inhibition, % at 8.3 µM | 0.21% of 370,000 active;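 active = inhibition above a per-campaign cutoff: mean of compounds within control limits plus 3 SD, cut at about 15% in these data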;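 note: 0% = median of all compound wells on the plate and 100% = blocking peptide control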
LEDGF integ inh – blocks HIV-1 LEDGF/p75-dependent DNA integration | inhibition, % at 3.7 µM | 0.64% of 370,000 active | TR-FRET IN-LEDGF/p75 DNA integration, Eu/Cy5;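 active = inhibition above the screen-wide mean plus 3 SD, cut at about 13% in these data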;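 note: signal is the Cy5 over europium emission ratio at 671 and 618 nm; 0% = plate median of compound wells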
PLC-gamma1 inh – blocks human PLC-gamma1 enzyme activity; inhibition, % at 12.2 µM; purified PLC-gamma1, fluorogenic substrate, fluorescence; 0.84% of 370,000 active; P19174; in the data active = inhibition above about 9.5%
Tn7 DDE FP – disrupts Tn7 cyclic peptide binding to fibrin D-Dimer-E complex; P02675; FP displacement of FITC-Tn7 peptide from fibrin DD(E); 0% = median of compound wells per plate; inhibition, % at 8.3 µM; 0.13% of 370,000 active; AID 720508;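 active = inhibition above the mean of compounds falling within the control limits plus 3 SD of them, cut at about 14% in these data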;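 note: 0% = plate median of compound wells and 100% = 10 µM Aha-Tn7 peptide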
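Assay system: Human clot-derived fibrin DD(E) complex | Buffer or medium: Tris/NaCl/CaCl2 buffer, pH 7.8 | Repeats: One replicate per compound | Benchmarks: Aha-Tn7 high control | Measure: % inhibition scaled between sample-field median and high-control FP | Schedule: 10 min plus 3 h, room temperature | Signal: Fluorescence polarization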
proKLK7 act – activates the human kallikrein-7 zymogen. P49862. purified proKLK7, EDANS-DABCYL substrate fluorescence; 100% is mature enzyme control, 0% vehicle. activation, % at 7 µM. 0.9% of 370,000 active. AID 652039;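 active = activation above the mean of all tested compounds plus 3 SD, computed per campaign excluding outliers beyond control limits, cut at about 13% in these data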
Target sequence (P49862 whole entry, looked up): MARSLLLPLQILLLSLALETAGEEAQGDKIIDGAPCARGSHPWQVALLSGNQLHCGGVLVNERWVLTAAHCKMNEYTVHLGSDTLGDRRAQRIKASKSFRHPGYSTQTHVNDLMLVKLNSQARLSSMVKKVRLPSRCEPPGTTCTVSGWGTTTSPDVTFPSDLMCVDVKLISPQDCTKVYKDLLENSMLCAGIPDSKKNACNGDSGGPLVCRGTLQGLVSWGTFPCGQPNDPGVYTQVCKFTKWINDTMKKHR
ADAM10 inh – inhibitors of human ADAM10. O14672. recombinant ADAM10, EDANS/DABCYL FRET peptide cleavage, 3 h. inhibition, % at 7 µM. 0.62% of 370,000 active;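 active = inhibition above a per-campaign cutoff equal to the mean of compounds falling between control-based bounds plus 3 SD, cut at about 20% in these data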;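 note: 0% = DMSO wells while the 100% control is not disclosed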
ARFGAP1 inh – rat ARFGAP1 inhibition | Q62848 | Arfgap1-stimulated ARF1 GTP hydrolysis, GDP FP detection | inhibition, % at 16.5 µM | 0.26% of 360,000 active | AID 651572;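 active = inhibition above a per-plate limit, mean inhibition of low control wells plus 3 SD, cut at about 25% in these data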;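 note: 0% = DMSO wells with enzyme and 100% = wells lacking Arfgap1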
Target sequence (Q62848 1-136 limits assumed): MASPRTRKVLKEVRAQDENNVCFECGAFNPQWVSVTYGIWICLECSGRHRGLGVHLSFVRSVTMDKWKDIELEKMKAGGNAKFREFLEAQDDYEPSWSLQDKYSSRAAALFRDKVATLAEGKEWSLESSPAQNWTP
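Assay system: purified rat His6-Arfgap1 residues 1-136 (GAP domain); Reagent: human Δ17 ARF1 bound to GTP; Dosing: 16.5 µM single point, 1.26% DMSO; Times: GTP hydrolysis reaction 2 h at 25 °C; Signal: FP, GDP Alexa 633 tracer displaced from anti-GDP antibody, 620/688 nm; Measure: % inhibition from polarization.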
TDP2 absorb – TDP2 (human) inhibition, absorbance primary screen; 0.34% of 370,000 active; recombinant TDP2, T5PNP hydrolysis, p-nitrophenol absorbance 415 nm; O95551; AID 720702; inhibition, % at 12.8 µM;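 active = inhibition above the mean of all tested compounds plus 3 SD, set per campaign, cut at about 25% in these data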;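 note: 0% = DMSO with enzyme and 100% = buffer with substrate but no TDP2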
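Test system: Human TDP2 enzyme | Reagent: 5 mM T5PNP | Compound dosing: 12.8 µM single point, 1% DMSO | Incubation: Enzyme reaction with compound for 2 h at 37 °C | Technique: p-Nitrophenol epi absorbance | Read-out: % inhibition relative to enzyme-containing and enzyme-free wells | Benchmarks: High control without enzyme, low control DMSO plus TDP2 | Replicates: Singlicate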
ADAM17 inh – inhibitors of human ADAM17. recombinant ADAM17, EDANS/DABCYL FRET peptide cleavage. inhibition, % at 6.95 µM. 0.83% of 370,000 active. P78536;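 active = inhibition above the mean of compounds lying between control limits plus 3 SD, set per campaign, cut at about 8.5% in these data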;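 note: 0% = DMSO-only wells as the low control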
Target sequence (P78536 215-824 limits assumed): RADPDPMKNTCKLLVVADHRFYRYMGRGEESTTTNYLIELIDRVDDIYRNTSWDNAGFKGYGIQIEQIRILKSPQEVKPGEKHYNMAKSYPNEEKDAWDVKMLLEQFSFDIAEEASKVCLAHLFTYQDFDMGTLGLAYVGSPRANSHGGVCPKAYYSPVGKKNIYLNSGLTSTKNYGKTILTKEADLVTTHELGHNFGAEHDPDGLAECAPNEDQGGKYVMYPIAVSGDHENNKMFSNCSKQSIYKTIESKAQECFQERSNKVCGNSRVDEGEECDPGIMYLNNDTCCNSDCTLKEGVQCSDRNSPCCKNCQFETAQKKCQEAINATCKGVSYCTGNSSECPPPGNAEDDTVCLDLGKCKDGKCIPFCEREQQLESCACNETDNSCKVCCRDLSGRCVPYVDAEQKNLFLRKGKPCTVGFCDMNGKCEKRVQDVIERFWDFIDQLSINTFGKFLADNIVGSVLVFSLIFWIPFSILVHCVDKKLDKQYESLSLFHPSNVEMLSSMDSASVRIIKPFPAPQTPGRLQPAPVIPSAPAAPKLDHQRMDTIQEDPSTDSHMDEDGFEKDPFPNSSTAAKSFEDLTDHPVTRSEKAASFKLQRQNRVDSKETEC
ASAP1 GAP inh – blocks human ASAP1-stimulated Arf1 GTP hydrolysis. AID 624377. GDP FP detection. Q9ULH1. inhibition, % at 16.5 µM. 0.19% of 360,000 active; in the data active = inhibition above about 25%;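 note: 0% = vehicle with enzyme and substrate and 100% = no enzyme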
* marks the source's active call; other numbers are inactive results; . = not tested or not shown.

SMILES	Tn6 DDE FP	LEDGF integ inh	PLC-gamma1 inh	Tn7 DDE FP	proKLK7 act	ADAM10 inh	ARFGAP1 inh	TDP2 absorb	ADAM17 inh	ASAP1 GAP inh
O=S(=O)(c1ccc(F)cc1)c1nc(-c2ccccc2)oc1N1CCOCC1	2.5	1.6	-1.3	-8.4	0.4	0.3	8.3	-6.2	-3.4	6.4
Cc1ccc(C(=O)O)cc1NC(=O)C1=CSCCO1	3.3	1.6	5.6	-5.8	0.1	-1.0	-7.4	-24.6	-4.0	-12.9
CC(C)C(NC(=O)CNC(=O)OC(C)(C)C)C(=O)NCc1ccc(Cl)cc1 (centres undefined)	2.1	-0.4	-1.1	2.8	-0.5	1.4	-0.2	4.2	-1.3	7.3
O=C(O)c1ccc(CSc2nnc(-c3ccncc3)n2-c2ccc(Br)cc2)cc1	4.5	-2.6	2.5	-7.6	-0.4	-9.8	0.1	-11.6	-0.2	5.1
COc1cc(NC(=O)c2cccc(C)c2)ccc1NC(=O)c1cc2ccccc2o1	8.1	-2.5	-12.5	-5.2	-21.4	-15.2	-6.8	12.1	-2.9	14.2
C/C(=N\NC(=O)CNC(=O)C1COc2ccccc2O1)c1ccc(Cl)cc1 (centres undefined)	0.6	3.9	-3.8	-5.2	0.2	-2.9	0.1	7.9	-1.3	-6.1
CCN=c1scc(C)n1/N=C/c1cc(Br)c(O)c(Br)c1	-4.7	-4.9	-71.9	-5.2	-4.4	-28.2	-1.0	-3.7	-7.7	7.0
CCCn1c(SCC(=O)Nc2nnc(CC)s2)nnc1-c1ccco1	-2.8	-0.8	1.2	1.3	0.6	5.2	13.9	10.9	-1.2	11.1
O=C(Nc1nc2ccccc2[nH]1)c1ccc([N+](=O)[O-])cc1	3.2	-1.0	3.6	2.6	-0.6	4.6	7.0	0.8	-2.9	-3.0
O=C(CCC(C(=O)O)N1C(=O)c2ccccc2C1=O)Nc1ccccc1 (centres undefined)	1.8	-1.7	-0.1	-11.3	-1.2	-11.4	-10.4	-1.9	-4.9	-10.5
Cc1ccc(NC(=O)c2ccc(COc3ccc4c(c3)CCC4)cc2)c(C)c1	2.2	-6.1	-9.3	4.3	0.7	8.6	-11.8	-3.5	-1.7	8.8
CC(OC(=O)C1CCCCC1)c1nc2ccccc2[nH]1 (centres undefined)	3.4	2.4	3.6	-0.7	-0.1	2.3	8.5	-15.9	0.9	-3.4
CN(C)S(=O)(=O)c1ccccc1C#N	-1.4	-2.5	-1.1	1.6	-0.3	-3.8	-9.2	13.9	-3.0	-14.0
CCOC(=O)c1cnc(SCC(C)C)nc1N	2.0	3.8	0.7	-4.2	1.0	5.8	1.7	-1.7	2.6	0.7
O=C(CN1C(=O)c2ccccc2S1(=O)=O)c1ccc(O)c(O)c1	0.6	-8.1	0.0	-1.6	0.4	0.1	6.2	0.7	-3.7	6.9
CCOC(=O)C1(CCOc2ccccc2)CCN(Cc2ccc(O)c(OC)c2)CC1	8.2	-0.7	1.5	-3.3	-0.6	-1.8	-3.3	0.1	0.4	-1.3
COc1cccc(-c2cc(C(=O)N3CCOCC3)no2)c1	0.3	1.4	2.3	1.0	0.8	12.7	0.9	-7.4	-0.7	-3.7
COC(=O)C(CC(=O)O)NCc1ccco1 (centres undefined)	2.6	-2.4	1.1	-0.2	-0.6	-7.6	7.8	11.9	-3.2	3.4
Cc1cc(C)cc(NC(=O)c2ccc(S(=O)(=O)N(C)CC3CCCO3)cc2)c1 (centres undefined)	1.0	-0.9	3.9	1.4	-0.2	-0.6	-1.9	8.9	-0.8	6.7
O=C(N/N=C/c1cccc2ccccc12)c1ccccc1Cl	1.1	-1.8	0.5	1.9	0.6	13.0	10.5	-3.9	0.0	5.7

Entries listed so far that have a furan ring, fused or not (three):
SMILES	Tn6 DDE FP	LEDGF integ inh	PLC-gamma1 inh	Tn7 DDE FP	proKLK7 act	ADAM10 inh	ARFGAP1 inh	TDP2 absorb	ADAM17 inh	ASAP1 GAP inh
COc1cc(NC(=O)c2cccc(C)c2)ccc1NC(=O)c1cc2ccccc2o1	8.1	-2.5	-12.5	-5.2	-21.4	-15.2	-6.8	12.1	-2.9	14.2
CCCn1c(SCC(=O)Nc2nnc(CC)s2)nnc1-c1ccco1	-2.8	-0.8	1.2	1.3	0.6	5.2	13.9	10.9	-1.2	11.1
COC(=O)C(CC(=O)O)NCc1ccco1 (centres undefined)	2.6	-2.4	1.1	-0.2	-0.6	-7.6	7.8	11.9	-3.2	3.4

Later entries.
SMILES	Tn6 DDE FP	LEDGF integ inh	PLC-gamma1 inh	Tn7 DDE FP	proKLK7 act	ADAM10 inh	ARFGAP1 inh	TDP2 absorb	ADAM17 inh	ASAP1 GAP inh
COc1ccc(NC(=O)CSc2nnc(CNc3ccc(C)cc3)n2C)cc1	4.3	0.7	2.7	-3.1	0.1	-0.3	11.1	11.2	-1.8	-14.3
O=c1ccn([C@@H]2O[C@H](CNS(=O)(=O)c3cc4ccccc4s3)[C@@H](O)[C@H]2O)c(=O)[nH]1	8.0	8.0	4.3	5.9	-0.7	-3.6	5.9	9.3	1.2	-3.1
c1ccc(CSc2nnnn2-c2cccc3ccccc23)nc1	-7.1	0.1	-1.0	0.0	0.8	11.8	4.3	-0.1	-0.6	2.2
COc1cccc(NC(=O)Nc2ccc(Cc3ccncc3)cc2)c1	-8.9	1.6	4.0	9.9	-0.6	2.5	5.9	0.5	5.0	6.0
CC(C)c1nc2ccccn2c1NC1CCCCC1	-1.4	-1.3	-116.7	-0.5	6.3	-42.0	1.4	-2.4	-12.9	0.2
O=C(CSc1nnc(-c2ccccc2)n1-c1ccc(Cl)cc1)Nc1ccc2cn[nH]c2c1	-3.8	4.3	1.3	-2.6	0.5	2.8	.	-4.7	0.0	.
Cc1ccc(NCc2nnc(SCC(=O)Nc3nnc(C)s3)n2C)cc1	-7.4	-0.6	-3.1	-3.5	-0.2	-4.0	9.1	-1.7	-2.8	9.5
COCCNC(=O)C1CC(c2ccc(C(F)(F)F)cc2)=NO1 (centres undefined)	3.7	-1.7	0.8	1.8	-0.6	-5.6	-0.8	4.7	-6.9	0.9
Cc1nc2ccc(S(=O)(=O)NCC(=O)N3CCOCC3)cc2s1	4.0	1.3	1.0	1.1	-0.4	5.6	-5.5	5.0	0.4	1.4
COC(=O)/C=C1/C(=O)N/C(=N\c2nc(C)cc(C)n2)N1c1ccc(OC)cc1	-0.8	-0.1	3.1	-1.7	-0.8	2.6	0.7	-1.7	2.6	0.0
Cc1cc(C(=O)Nc2c(C)n(C)n(-c3ccccc3)c2=O)on1	-1.9	3.1	0.9	1.3	0.1	5.8	-6.1	-11.6	0.1	1.6
COC(=O)[C@@]12CCCCC=C1N(CCc1ccc(Cl)cc1)C(=O)[C@H]2CC(=O)NCc1cccc2ccccc12	-5.2	-3.5	-2.0	1.3	-0.9	5.4	.	2.7	-2.3	.
COc1ccc(N2C(=O)C3CC(C)=C(C)CC3C2=O)c(OC)c1 (centres undefined)	-2.1	2.0	2.4	0.5	-0.4	-11.3	0.0	-4.8	-1.5	-8.3
O=C(NNC(=O)c1ccccc1O)c1ccco1	0.8	3.3	-0.4	-3.0	-0.7	-2.8	-12.3	-0.2	-1.8	-1.0
OCCN(Cc1ccccc1)Cc1cccc(Cl)c1Cl	-1.0	1.4	2.6	-3.7	-0.5	9.0	-11.1	14.0	-0.3	7.9
CSCC(=O)N1CCCC(N2CCN(c3cccc(C(F)(F)F)c3)CC2)C1 (centres undefined)	-0.3	-3.2	2.0	10.2	0.1	-7.8	7.4	-4.6	-4.0	-6.8
CCNC(=O)N(C)C[C@H]1N[C@@](CC)(C(=O)OC)[C@H]2C(=O)N(Cc3ccccc3)C(=O)[C@@H]12	0.1	-4.5	1.2	3.6	0.7	-17.5	-7.7	4.5	-5.5	13.9
CC(=O)Nc1cc(-c2cccc(C(=O)NCCN(C)C)c2)cn2c(-c3cccc(C(F)(F)F)c3)cnc12	3.6	-0.7	-19.0	6.1	0.7	-10.8	-4.8	2.9	-4.5	5.8
Cc1cc(C(=O)OCC(=O)Nc2c(Cl)cccc2Cl)c(C)o1	3.2	-3.3	2.0	1.1	0.4	15.8	-13.7	-2.5	2.4	-9.3
CC1CCCCN1C(=O)COC(=O)c1ccc2ccccc2n1 (centres undefined)	5.4	-2.2	-0.3	-1.2	0.9	-7.7	23.7	-7.5	-4.4	2.2
COC(=O)CSc1nnc(-c2ccccn2)n1N	-2.9	-1.9	-3.5	1.6	-0.6	5.3	7.0	12.1	-8.0	3.1
Cc1cc(NS(=O)(=O)c2ccc(NC(=O)CCCOc3ccccc3C)cc2)nc(C)n1	-5.2	-4.3	-2.9	3.1	-0.3	1.6	8.3	0.5	-4.5	-3.5
Cc1ccc(CNc2cc(C(=O)O)ccc2Cl)s1	8.3	-0.1	-5.1	1.8	0.5	-8.3	-19.8	10.7	-4.9	2.4
Cc1cnc(C)c(N2CCC(C(=O)NCc3ccco3)CC2)n1	3.0	-1.6	0.9	2.6	1.0	0.6	-2.5	8.0	-3.9	-1.6
Nc1nc(CN2CCN(C(c3ccccc3)c3ccccc3)CC2)nc(Nc2ccccc2)n1	-1.0	6.4	2.3	0.9	0.2	10.3	9.9	3.2	3.4	16.6
COc1ccc(Nc2oc(COc3cccc(C)c3)nc2C#N)cc1	-9.0	-0.3	4.1	-7.8	-1.0	29.7*	-0.9	-12.9	10.3*	1.3
Cc1cccc(C(=O)NC(=S)Nc2ccccc2C(F)(F)F)c1	-1.9	1.5	2.4	-3.5	-1.2	18.0	-4.0	-3.4	6.3	4.1
CCc1cc(=O)n2[nH]c(C)c(-c3ccc(OC)cc3)c2n1	-0.6	3.2	-5.7	-5.8	0.0	-5.2	5.9	0.8	-1.6	-4.0
COc1cccc(CN2CCNC(=O)C2CC(=O)NCc2cn3ccc(C)cc3n2)c1OC (centres undefined)	3.2	-3.5	-4.0	2.3	0.4	-20.9	-0.6	5.2	-15.8	8.3
CCNC(=O)N1CCNC(=O)C1CC(=O)Nc1ccc(C(=O)OCC)cc1 (centres undefined)	3.6	0.4	0.7	-1.4	0.5	5.5	-3.5	12.1	-2.9	5.8
CNc1nc(Cl)c(SC)c(NC2CCCCC2)n1	0.5	-3.9	-1.8	-4.2	0.0	-9.8	-5.5	1.8	-3.6	13.6
CCCC(=O)NC(c1ccco1)c1c(O)ccc2ccccc12 (centres undefined)	0.3	-1.9	-8.2	0.6	-4.8	-77.2	-12.9	-1.6	-25.6	-20.2

Source: PubChem BioAssay
